Screening results as filed in PubChem BioAssay.
Pf apPOL inh: Pf-apPOL DNA polymerase inhibition; Recombinant Pf-apPOL, molecular beacon fluorescence, 1.5 h; inhibition, % at 10 µM; hit rate 0.25% among 210,000; AID 1794808
mHTT-CaM PPI inh: mHTT-calmodulin interaction abrogation; P42858; hit rate 3.6% among 190,000; AID 1671202; inhibition, % at 15 µM; AlphaScreen His-mHTT/GST-CaM binding, luminescence;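 note: 0% = both proteins with DMSO and 100% = one protein alone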
Active calls of the source: *; . = not tested or not shown; & = joins results of further samples. Cut-off read from the data, not from the text of the source: active = inhibition above about 50%; inactive = the rest. A portion of the library; count on the stated rates, not on these rows.

SMILES	Pf apPOL inh	mHTT-CaM PPI inh
Cc1ccc(NC(=O)C2CC(=O)N(CCc3c[nH]c4ccc(F)cc34)C2)cc1C (centres undefined)	-4	27
NC(=S)SC(CC(=O)c1ccccc1)c1ccsc1 (centres undefined)	4	.
CSCCC(C(=O)O)N1CNC(=S)NC1 (centres undefined)	.	-1
COc1ccc(C2CC(=O)C=C(Nc3cc(Cl)ccc3O)C2)cc1 (centres undefined)	-6	24
O=C(CSCCc1ccccn1)Nc1ccc(Br)cc1	2	1
CCCC(CCC)C(=O)O	-12	.
COc1ccc(CNC(=O)C2(C)CCCN(S(=O)(=O)c3ccc(C(C)C)cc3)C2)cc1 (centres undefined)	-7	-2
NS(=O)(=O)c1cccc(NC(=O)COc2ccccc2)c1	-2	-1
C[C@@H]1CCCN1c1cccc2c1S(=O)(=O)N1CC[C@H](C1)O2	3	0
Cc1cccc(N2C(=O)CSC2c2ccccc2[N+](=O)[O-])c1 (centres undefined)	-2	9
CCC(CC)N1CCN(C(=O)c2ccc3[nH]c4c(c3c2)CN(C(=O)C2CCC2)CC4)CC1	-6	25
CN1c2cc(F)ccc2C(=O)NC12CCN(C(=O)c1ccc(Cl)cc1)CC2	0	3
Cc1cc(C)cc(C(=O)N2CCCC(C(=O)NCc3cccc(F)c3)C2)c1 (centres undefined)	-2	-6
CCCCCCNC(=O)c1c[nH]c2ccc(S(=O)(=O)N(C)c3cc(C)ccc3C)cc2c1=O	-8	7
Cc1ccccc1CN1C(=O)/C(=C/C(=O)O)Sc2ccccc21	28	27
CCn1c(=N)c(C(=O)NC2CCCCC2)cc2c(=O)n3cccc(C)c3nc21	-7	-1
CC1c2cccn2CCN1C(=O)Nc1cccc(C(F)(F)F)c1 (centres undefined)	-3	21
COc1cccc(C(=O)Nc2ccc3oc(-c4ccccc4F)nc3c2)c1	3&-2	13&4
Cc1ccc(-c2cncc(C(=O)Nc3cc(F)cc(F)c3)c2)cc1	1	-4
O=S(=O)(c1ccccc1)c1nc(-c2ccc(F)cc2)oc1N1CCCCC1	8	2
O=C(NCc1ccc(Br)cc1)c1ccc(-c2cncnc2)nc1	0	-2
CSc1nc2ccccc2n1CCOc1ccc(C)cc1	0	-18
CCCC1=NN2C(=N)/C(=C/c3cccs3)C(=O)N=C2S1	-7	1
Cc1ccc(-c2nc(C3CC(=O)N(c4ccccc4)C3)no2)cc1 (centres undefined)	1	-5
C[C@@H](NS(=O)(=O)c1cc(Cl)ccc1F)[C@H](O)c1ccccc1	-1	-8
The results go on.
SMILES	Pf apPOL inh	mHTT-CaM PPI inh
Cc1ncsc1CN1CCC(c2nncn2C(C)C)CC1	2	0
CCOC(=O)C1C(=O)C=C(c2ccc(OC)c(OC)c2)CC1c1cc(OC)ccc1OC (centres undefined)	-6	28
O=C(c1cccc(OCC2CCCN(C(=O)c3ccc(F)c(F)c3)C2)c1)N1CCCC1 (centres undefined)	-2	18
O=c1c2c3c(sc2nc2n1CCCCC2)CCCCC3	0	-5&-3
COc1ccccc1CC(=O)N1CCC2(CC1)NC(=O)N(Cc1ccc(Cl)cc1)C2=O	-4	45
CCC(CC)C1C(C#N)=C(N)OC2=C1C(=O)CCC2 (centres undefined)	0	0
COc1ccccc1N1CCN(CC2=CCC3CC2C3(C)C)CC1 (centres undefined)	7	-4
Cc1ccc(C(=O)Nc2c3c(nn2-c2cccc(C)c2C)CSC3)cc1[N+](=O)[O-]	4	6
CC(NC(=O)Cc1c[nH]c2ncccc12)c1ccccc1 (centres undefined)	-2	-4
COc1cccc2cc(C(=O)O)c(=O)oc12	4	-2
COc1cccc(OC)c1C(=O)Nc1cccc(C)c1	-1	1
Fc1cccc(-c2nnc(Cc3nc(-c4ccccc4)no3)o2)c1	-6	-9
COC(=O)C1=C(C)NC(C)=C(C(=O)OC2CCCN(Cc3ccccc3)C2)C1c1cccc([N+](=O)[O-])c1 (centres undefined)	-8	.
Cc1cc(C)cc(C(=O)N2CC3CC(NC(=O)c4cccs4)C2C3)c1 (centres undefined)	-3	6
CC(C)n1c(CC2CCN(C(=O)c3ccc(Cl)s3)C2)nc2cccnc21 (centres undefined)	3	7
O=C(NC1CCCCC1)C1CCN(c2nc3cccnc3s2)CC1	-6	3
Cc1nn(CCCNS(=O)(=O)c2c(C)noc2C)c(C)c1Br	.	-1
Cn1cc2c3c(cccc31)CN(C(=O)Cc1cccs1)CC2	5	29
O=C(Cc1csc(NC(=O)c2cnccn2)n1)Nc1ccc(-n2cccn2)cc1	-6	97*
CC(C)CNC(=O)c1ccc(NS(=O)(=O)c2ccc([N+](=O)[O-])cc2)cc1	-3	-3
O=C1CC(c2csc(-c3ccccc3)n2)C2(CCCCC2)O1 (centres undefined)	-7	-10
CN(C)CC1CN(C(=O)NC2CCCC2)CC12CCOCC2 (centres undefined)	-3	-12
CCOC(=O)N1CCC(=NNc2ccc([N+](=O)[O-])cc2[N+](=O)[O-])CC1	-2	.
Cc1ccc(N2C=C(C#N)S(=O)(=O)c3ccccc32)c(Br)c1	-1	2
NC1=NC(=O)/C(=C/c2cccn2-c2ccc([N+](=O)[O-])cc2)S1	-1	39

Reprinted from the part before: four compounds; new compounds follow.
SMILES	Pf apPOL inh	mHTT-CaM PPI inh
CN(C)CC1CN(C(=O)NC2CCCC2)CC12CCOCC2 (centres undefined)	-3	-12
CCOC(=O)N1CCC(=NNc2ccc([N+](=O)[O-])cc2[N+](=O)[O-])CC1	-2	.
Cc1ccc(N2C=C(C#N)S(=O)(=O)c3ccccc32)c(Br)c1	-1	2
NC1=NC(=O)/C(=C/c2cccn2-c2ccc([N+](=O)[O-])cc2)S1	-1	39
CCC(=O)N1CCN(c2nc3c(s2)CC(C(=O)NCc2ccco2)CC3)CC1 (centres undefined)	-2	20
CC(=O)N1CCc2c(nc3cc(-c4ccccc4)[nH]n3c2=O)C1	6	-5
c1ccc2sc(-c3ccc4c(c3)OCO4)nc2c1	0	-34
COc1ccc(-c2nnc(C)c(NCc3ccccc3)n2)cc1	-4	41
CCOc1ccc(-n2c(SCc3ccc([N+](=O)[O-])cc3)nc3c(c2=O)SCC3)cc1	-2	-1
COc1cccc(NC(=O)NC(C)Cc2cccs2)c1OC (centres undefined)	3	-4
COc1ccc(-c2noc(-c3cccc(Br)c3)n2)cc1OC	-2	-10
CC1(C)C(=O)OC(/C(Br)=C/c2ccccc2)C(C)(C)C1=O (centres undefined)	1	-16
CCC(C)NC(=O)c1cc2cc3ccc(OC)cc3nc2s1 (centres undefined)	-5	4
COc1ccccc1NC(=O)C1CCc2nc(N3CCOCC3)ncc2C1 (centres undefined)	-2	-1
O=C(NCCSc1ncc(-c2ccccc2)[nH]1)C(=O)Nc1ccc(F)c(Cl)c1	-4	-10
O=C(Nc1ccc2c(c1)C(=O)OC2)NC1CCCCC1	-3	2
COC(=O)c1ccc(Oc2c(C(F)(F)F)oc3c(CN4CCCC4)c(O)ccc3c2=O)cc1	2	17
O=C(Nc1cccc(Cl)c1)c1cc(-c2ccc(Cl)cc2)on1	-2	-1
COc1nnc(-c2ccc(C)c(S(=O)(=O)NCC3CCCO3)c2)c2ccccc12 (centres undefined)	1	10
CCC1CN2C=NC(N3CCN(C(=O)c4ccc(C)s4)CC3)=CC2=N1 (centres undefined)	1	1
Cc1ccccc1-c1noc(C2CCCN2C(=O)Nc2ccccc2F)n1 (centres undefined)	-3	-14
CC(=O)c1ccc(NC(=O)C2CCCC2)cc1	-1	-6
Cn1c(=O)c2c(ncn2CC(=O)Nc2ccc(Br)cc2)n(C)c1=O	-7	-4
CCOc1ccc2nc(C(=O)N3CCCCC3)sc2c1	-10	-10
COc1ccc(C(=O)N2CCC3(CC2)NC(C)C(=O)N3C2CC2)cc1 (centres undefined)	3	0
COc1ccc(-n2ncc3c(Nc4cc(Cl)ccc4OC)ncnc32)cc1	0	13
CN1C(=O)/C(=C2\SC(=S)N(CC3CCCO3)C2=O)c2ccccc21 (centres undefined)	.	11
O=C(O)C1C2C=CC(C2)C1C(=O)NCc1cccnc1 (centres undefined)	-13	1
O=C1CN(S(=O)(=O)c2ccc(Br)cc2)c2ccccc2N1	-155	-5
Next part
SMILES	Pf apPOL inh	mHTT-CaM PPI inh
CCN1CC(=NS(=O)(=O)c2ccc(C)cc2)N(CC)C1=O	2	-4
CN(C)c1ccc(C(=O)Nc2cc(-c3ccccn3)no2)cc1	-14	-5
Cc1ccccc1NC(=O)c1cccc(Cl)c1Cl	3	0
CC1CCN(C(=O)c2cnn3ccc(C4CCN(C(=O)c5cccs5)CC4)cc23)CC1	0	10
COc1ccc(NC(=O)c2ccc(Cl)cc2[N+](=O)[O-])c(OC)c1	-3	15
CC(C)CCNC(=O)N1CCC2(C1)C(=O)N(C)c1ccccc12 (centres undefined)	-1	-2
O=[N+]([O-])c1cc(Br)c(Oc2cncc(Cl)c2)cc1Oc1cncc(Cl)c1	-11	.
COc1ccc(S(=O)(=O)Nc2cc([N+](=O)[O-])ccc2C)cc1	2	-6
CCOc1ccc(S(=O)(=O)Nc2ccc(Cl)cc2)c2cccnc12	0	27
COc1ccc(C(O)c2cc(C(F)(F)F)cc(C(F)(F)F)c2)cc1OC (centres undefined)	-16	.
CCc1nc2c([nH]1)c(=O)n(C)c(=O)n2C	-15	-9
O=[N+]([O-])c1ccccc1NCn1nnc2ccccc21	2	13
O=C(NCCCN1CCCC1=O)C(=O)Nc1nccs1	2	-2
COc1cc(OC)nc(SC)n1	-1	.
COc1ccccc1C(=O)N1CCC(COc2ccc(C(=O)N3CCOCC3)cc2)CC1	0	-3
COCc1cc(C)nc2sc(C(=O)Nc3ccc(Cl)cc3Cl)c(N)c12	-7	-46
O=C(CC1CCCCC1)Nc1c2c(nn1-c1ccc(F)cc1)CS(=O)(=O)C2	-2	-1
Cc1oc2cc3oc(=O)c4ccccc4c3cc2c1-c1ccccc1	4	-11
COc1ccccc1C1CC(c2ccc(F)cc2)=NN1C(=O)CN1CCCCC1 (centres undefined)	0	100*
CCC1(CC)OC(c2cccn2-c2ccc([N+](=O)[O-])cc2)Nc2ccccc21 (centres undefined)	-7	19
CCOC(=O)C(C)Oc1ccc2c(c1)OC(=Cc1cccc(Cl)c1)C2=O (centres undefined)	-3	11
CN(C)c1ccnc2sc3c(=O)n(-c4ccccc4)cnc3c12	-4	0

An excerpt of these results, bar-delimited.
canonical_smiles | Pf apPOL inh | mHTT-CaM PPI inh
COc1ccc(S(=O)(=O)Nc2cc([N+](=O)[O-])ccc2C)cc1 | 2 | -6
CCOc1ccc(S(=O)(=O)Nc2ccc(Cl)cc2)c2cccnc12 | 0 | 27
COc1ccc(C(O)c2cc(C(F)(F)F)cc(C(F)(F)F)c2)cc1OC (centres undefined) | -16 | .
CCc1nc2c([nH]1)c(=O)n(C)c(=O)n2C | -15 | -9
O=[N+]([O-])c1ccccc1NCn1nnc2ccccc21 | 2 | 13

Look-ups from the list.
COc1ccccc1CC(=O)N1CCC2(CC1)NC(=O)N(Cc1ccc(Cl)cc1)C2=O | Pf apPOL inh = -4
Cc1ccc(C(=O)Nc2c3c(nn2-c2cccc(C)c2C)CSC3)cc1[N+](=O)[O-] | Pf apPOL inh = 4
CCC(CC)C1C(C#N)=C(N)OC2=C1C(=O)CCC2 (centres undefined) | mHTT-CaM PPI inh = 0

A run of entries of the results above:
SMILES	Pf apPOL inh	mHTT-CaM PPI inh
Cc1nn(CCCNS(=O)(=O)c2c(C)noc2C)c(C)c1Br	.	-1
Cn1cc2c3c(cccc31)CN(C(=O)Cc1cccs1)CC2	5	29
O=C(Cc1csc(NC(=O)c2cnccn2)n1)Nc1ccc(-n2cccn2)cc1	-6	97*
